CaV13 ICDI inh: Disruptors of the CACNA1D IQ motif to Ca2+-dependent inactivation inhibitor domain association, primary screening, Förster resonance energy transfer in intact living …; HEK cells, CFP/YFP FRET ICDI-IQ, plate reader, 10 min; percent FRET-ratio fall versus neutral wells; inhibition, % at 12.3 µM; actives 0.098% (n = 340,000); AID 743397;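 active = mean replicate inhibition of at least 30% and at least 1% of replicates passing that level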;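 note: 0% = median of the neutral control wells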
iPSC survival up: hiPSC single-cell survival enhancement | ATPlite luminescence; 100% = ROCK inhibitor wells, 0% = DMSO | AID 602274 | survival enhancement, % at 20 µM | actives 0.044% (n = 360,000); in the data active = survival enhancement above about 18%;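 note: cells exposed to compounds for 16 hours before the ATP read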
aDG glyco up: alpha-DG glycosylation activation; actives 0.22% (n = 360,000); activation, % at 10 µM; Pro5-aDG cells, alpha-DG glycosylation AlphaScreen (IIH6); 0% Pro5, 100% B10-LARGE cell signal;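 active = activation of at least 8% versus controls, or a plate z-score of at least 8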;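 note: Pro5 are CHO cells carrying HIG-tagged alpha-DG that lacks glycosylation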
ABCB6 inh 2: inhibitors of human ABC transporter ABCB6; Q9NP58; K562-ABCB6 porphyrin accumulation, flow cytometry, 1 h; stronger effect = lower value; actives 0.19% (n = 360,000); fluorescence ratio to DMSO, % at 10 µM;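 active = fluorescence ratio to DMSO below 75%, the collection mean minus 3 SD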;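 note: signal is porphyrin accumulated inside mitochondria; 100% equals median channel fluorescence of DMSO control wells; lower ratio means ABCB6 inhibition with less porphyrin fluorescence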
Target sequence (Q9NP58 whole entry, looked up): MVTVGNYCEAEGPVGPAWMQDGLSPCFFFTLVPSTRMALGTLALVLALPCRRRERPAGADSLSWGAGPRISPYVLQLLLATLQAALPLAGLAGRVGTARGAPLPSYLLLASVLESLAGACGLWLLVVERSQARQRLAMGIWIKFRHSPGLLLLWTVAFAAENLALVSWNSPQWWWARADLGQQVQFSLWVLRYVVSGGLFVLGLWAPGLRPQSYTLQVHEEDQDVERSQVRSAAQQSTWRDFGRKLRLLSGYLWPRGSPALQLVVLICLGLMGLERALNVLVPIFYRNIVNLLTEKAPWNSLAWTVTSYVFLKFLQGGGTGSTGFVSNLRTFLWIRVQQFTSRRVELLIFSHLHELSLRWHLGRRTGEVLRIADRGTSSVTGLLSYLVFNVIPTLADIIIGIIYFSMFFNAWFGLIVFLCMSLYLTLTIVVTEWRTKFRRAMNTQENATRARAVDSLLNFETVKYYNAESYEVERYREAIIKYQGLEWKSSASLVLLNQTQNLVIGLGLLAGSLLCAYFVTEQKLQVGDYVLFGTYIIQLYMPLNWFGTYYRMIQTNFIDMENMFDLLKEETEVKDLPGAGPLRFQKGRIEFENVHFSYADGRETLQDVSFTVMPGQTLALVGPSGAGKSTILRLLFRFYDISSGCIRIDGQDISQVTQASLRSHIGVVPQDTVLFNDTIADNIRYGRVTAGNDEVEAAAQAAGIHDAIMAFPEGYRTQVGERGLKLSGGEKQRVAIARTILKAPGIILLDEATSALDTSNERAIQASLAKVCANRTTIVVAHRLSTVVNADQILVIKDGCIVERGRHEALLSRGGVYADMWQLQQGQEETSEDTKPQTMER
H9c2 protect: modulators protecting cardiomyocytes from myocardial damage. AID 588492. protection from H2O2 cell death, % at 20 µM. actives 0.63% (n = 360,000). H9c2 cardiomyocytes, H2O2 injury protection, ATPLite, 2 h;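 active = compounds giving at least 50% protection of heart cells from peroxide-induced death in the single-dose screen, raw or plate-pattern-corrected value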;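 note: 0% = DMSO wells with peroxide and 100% = DMSO wells without peroxide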
Granule exo inh: lytic granule exocytosis inhibition; TALL-104 LAMP-1 surface exposure, flow cytometry; cells stimulated with thapsigargin and PMA; inhibition, % at 10 µM; actives 0.66% (n = 360,000);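 active = inhibition above about 55%, limit read from the data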
N-glyco inh: blocks N-linked glycosylation in D54 reporter cells; reporter increase, % at 12.5 µM; D54 ERlucT glycosylation luciferase reporter, 24 h; percent of 100 nM tunicamycin response; actives 0.23% (n = 360,000);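 active = mean luciferase reporter signal, scaled so untreated is 0 and the glycosylation-blocking control 100, at or above a set limit in every replicate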;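 note: luciferase carries N-glycosylation sites so blocking glycosylation raises the light; 0% = median of neutral control wells and 100% = median of 100 nM tunicamycin wells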
PDI inh: inhibitors of human protein disulfide isomerase. inhibition, % at 10 µM. P07237. AID 588391. PDI insulin aggregation turbidity, A650, 90 min. actives 0.052% (n = 350,000);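 active = mean inhibition across replicates of 30% or more, whatever share of single replicates reach that level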;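 note: absorbance from insulin aggregation driven by PDI reduction with DTT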
HTR2A ag: activates the mouse 5-HT2A serotonin receptor; activation, % at 7.6 µM; actives 0.66% (n = 360,000); P35363; CHO-K1 mHTR2A beta-arrestin complementation, luminescence; percent of 30 µM serotonin response;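 active = activation above a run cutoff, the mean activation of all tested compounds plus 3 SD, cut at about 14% in these data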;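 note: 0% = plate median of compound wells and 100% = 30 µM serotonin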
Vif imaging: inhibitors of HIV Vif. HEK293T cells, Vif self-association by quenched fluorescence, imaging, 24 h. inhibition, % at 7.49 µM. actives 0.35% (n = 340,000). AID 602346; in the data active = inhibition above about 50%, passing the limit was not always enough; note: some results filed as inactive read as strong as hits
Starred values were filed as active, the others as inactive; nt = no result given.

SMILES	PDI inh	Vif imaging	Granule exo inh	ABCB6 inh 2	CaV13 ICDI inh	H9c2 protect	HTR2A ag	iPSC survival up	N-glyco inh	aDG glyco up
OCCN1CCN(c2cc(C(F)(F)F)nc3ccccc23)CC1	4.4	1.8	6.4	100.0	-20.5	9.2	-2.6	-0.5	3.1	0.1
COc1ccc(CC(=O)N2CC3(C)CC2CC(C)(C)C3)cc1OC (centres undefined)	11.5	-1.3	-2.1	101.0	-6.1	-4.9	-1.7	-1.4	-0.5	0.5
CC(NC(=S)NNS(=O)(=O)c1ccc(C(C)(C)C)cc1)c1ccccc1 (centres undefined)	0.1	-15.9	-4.6	90.0	-6.4	0.3	0.7	0.0	1.5	0.1
COC(=O)CSc1nnc(-c2cccs2)n1-c1ccc(Cl)cc1	-12.7	-11.1	-0.1	98.0	-5.2	-0.8	0.6	7.3	0.2	0.0
COc1cc(C(=O)OC(C)C(=O)N2CCCC2)cc2c1OCCO2 (centres undefined)	3.0	8.1	-1.5	105.0	-3.4	10.8	1.0	0.0	-1.7	-0.2
CCN(CC)CCCNC(=S)N1CCN(c2nc(-c3ccccc3)cs2)CC1	2.1	2.5	83.2*	99.0	-4.8	-2.0	-12.5	-0.8	-2.2	1.7
CCOC(=O)C1CCCCN1Cc1cccc(Oc2ccccc2)c1 (centres undefined)	-3.7	-4.3	17.5	99.0	-3.2	-8.6	5.9	-0.3	-3.5	-0.1
CCOc1ccccc1NC(=O)c1cccc(NC(=O)C2CCCC2)c1	2.0	-2.4	1.8	127.0	-3.8	0.4	-2.1	-0.1	-1.1	0.1
CCc1cccc(NS(=O)(=O)c2ccc3c(c2)NC(=O)CO3)c1	-3.3	-5.9	-1.5	91.0	-2.6	-4.4	-4.0	-0.3	-0.1	0.1
C=CCN(c1ccccc1)S(=O)(=O)c1cccc(C(=O)Nc2cccc(C)n2)c1	-6.9	-24.0	-9.5	90.0	-2.7	-8.4	1.3	-0.3	-2.4	0.2
O=C(CSc1nnc(COc2ccccc2)n1-c1ccccc1)c1ccccc1	1.7	9.9	-1.4	102.0	-5.1	-1.6	-6.1	-1.7	-3.1	1.2
CC1CCc2cc(F)ccc2N1C(=O)C12CCC(C)(C(=O)O1)C2(C)C (centres undefined)	-4.3	6.8	-2.0	100.0	0.0	-3.0	0.0	-0.1	1.1	-0.3
COc1ccc(S(=O)(=O)N2CCCC(C(=O)N3CCN(C)CC3)C2)cc1Cl (centres undefined)	-2.9	1.7	-2.2	94.0	-2.6	1.2	0.8	-0.1	3.7	0.6
Cc1cc2c(cc1S(=O)(=O)N1CCN(c3ccc(Cl)cc3)CC1)OCCN2C	nt	-5.0	-0.4	98.0	-6.2	-10.9	-8.0	-0.5	-2.5	-0.5
Cc1ccc2c(COC(=O)c3ccccc3OC(F)F)cc(=O)oc2c1	-5.3	52.4*	-9.7	94.0	-2.4	-5.7	0.9	-0.4	-1.9	0.3

The listing continues:
SMILES	PDI inh	Vif imaging	Granule exo inh	ABCB6 inh 2	CaV13 ICDI inh	H9c2 protect	HTR2A ag	iPSC survival up	N-glyco inh	aDG glyco up
N#CC(c1nc2ccccc2nc1N1CCOCC1)S(=O)(=O)c1ccccc1 (centres undefined)	-8.0	-6.5	10.0	96.0	-5.3	-1.1	-1.5	-0.7	0.1	-0.1
O=c1[nH]c(C2CCN(S(=O)(=O)c3ccc(C(F)(F)F)cc3)CC2)nc2c1nnn2Cc1ccccc1	12.9	14.0	-3.1	100.0	-4.6	-6.4	-0.9	-0.4	5.6	-0.1
NC(=O)c1cccnc1Oc1ccc(Cl)cc1	-4.0	8.0	-0.5	99.0	-11.1	14.5	7.2	0.2	0.4	-0.1
Nc1nnc(N2CCc3ccccc32)s1	nt	15.1	0.6	106.0	-2.4	-10.6	-3.6	0.0	1.8	-0.1
CC(C)(C)C(=O)Nc1ccc(N=Nc2ccccc2)cc1	-10.4	-4.8	5.3	98.0	-16.6	-21.6	2.4	-0.8	-22.4	0.0
CCCCOC(=O)c1ccc(NC(=O)c2cnc3n(c2=O)CCS3)cc1	-9.4	-19.5	-0.9	84.0	nt	-16.8	1.2	-1.5	0.5	0.8
Cc1cc(C)nc(/N=C2\NC(=O)CC(C(=O)O)N2CCc2c[nH]c3ccccc23)n1 (centres undefined)	nt	-1.2	-1.1	101.0	-9.9	5.6	0.8	0.3	0.1	0.1
O=C(NCCCN1CCOCC1)c1c(O)c2ccccc2[nH]c1=O	-5.7	9.3	-1.0	90.0	-4.4	0.0	0.2	-1.0	3.1	-0.1
CCOC(=O)c1ccc(NC(=O)[C@@H]2CCC(=O)N2C2OC(=O)c3c2ccc(OC)c3OC)cc1 (some centres undefined)	nt	-6.7	8.1	103.0	nt	-0.2	0.0	1.2	1.5	0.0
O=C(CSc1nc(-c2ccc(F)cc2)cc(C(F)(F)F)n1)NCc1ccco1	-5.1	-6.7	1.7	90.0	-3.8	-10.2	-0.7	-0.8	-0.6	0.4
COc1ccc(-c2nc(SCc3ccccc3)n(C(=O)c3ccco3)n2)cc1	17.4	-3.9	3.6	95.0	nt	-5.5	3.4	-2.9	-1.1	0.0
COCCOC(=O)C1=C(C)NC(=S)NC1c1ccc(OCC(=O)N2CC(C)OC(C)C2)c(OC)c1 (centres undefined)	-10.3	-1.7	-2.6	100.0	-6.6	12.8	-3.3	0.4	-1.1	-0.1
COc1cccc(NC(=S)N2CCCC2)c1	7.9	1.9	-1.1	105.0	-4.9	1.6	4.8	3.0	-0.6	-0.1
CNC(=O)N(O)C1N(/N=C/c2ccccc2OC)C(=S)SC1(C)C (centres undefined)	-2.2	nt	0.3	100.0	-4.5	12.7	13.5	0.6	-1.0	0.3
COCc1nc2ccccc2n1CCOc1ccccc1OC	5.4	1.4	1.7	99.0	-3.4	4.3	-1.7	-1.1	2.5	0.0

Remaining list, next part:
SMILES	PDI inh	Vif imaging	Granule exo inh	ABCB6 inh 2	CaV13 ICDI inh	H9c2 protect	HTR2A ag	iPSC survival up	N-glyco inh	aDG glyco up
O=C(NC(=S)NC1CCS(=O)(=O)C1)c1ccccc1Br (centres undefined)	-3.1	2.0	5.8	98.0	nt	3.5	-1.4	-0.4	-0.8	-0.5
O=S(=O)(c1ccc(F)cc1)N1CCN(c2ccc(F)cc2)CC1	3.3	16.9	8.2	98.0	-0.8	1.1	2.0	0.1	-1.6	0.2
Cc1c(Cl)ccc(S(=O)(=O)N2CCN=C2c2ccccc2)c1Cl	-4.0	3.0	1.3	92.0	-4.0	-0.9	-3.1	-0.2	0.4	0.8
COc1ccccc1NC(=O)CCc1nnc2ccc(N3CCN(C)CC3)nn12	0.1	-2.3	1.4	101.0	-2.4	-3.0	5.8	-0.3	0.7	0.2
O=C(NCc1ccccc1)c1cc(C2CCCCN2S(=O)(=O)c2ccccc2)on1 (centres undefined)	-4.1	-8.6	-2.8	100.0	-14.9	-0.6	-4.5	-1.4	-2.5	-0.3
C[C@H]1CN([C@@H](C)CO)C(=O)c2cc(C#CC3(O)CCCC3)cnc2O[C@H]1CN(C)C(=O)C1CC1	12.3	-0.5	0.9	98.0	-4.0	3.6	-1.9	-1.1	-0.4	0.0
O=C(COC(=O)CCS(=O)(=O)c1ccc(Cl)cc1)Nc1ncc(Cl)cc1Cl	-3.9	-3.7	4.2	95.0	-6.3	11.0	5.6	0.1	1.4	0.8
COc1ccc(-n2c(COc3ccc(Cl)cc3Cl)n[nH]c2=S)cc1	-4.2	-6.5	-0.5	102.0	-5.2	-0.3	-1.9	-3.2	0.8	-0.2
c1ccc2c(-c3nnc4n3CCCCC4)c[nH]c2c1	9.8	-5.2	10.1	101.0	nt	-4.9	-0.2	2.1	1.0	-0.1
Cc1cc(Br)ccc1OCCCCN1CCCCC1	3.8	-1.0	-1.2	103.0	3.3	2.6	-8.0	-0.2	-1.7	4.0
CN1CCN(CC(=O)N2CCn3c4c(c5cc(C6CCCCC6)ccc53)CCCC42)CC1 (centres undefined)	0.4	98.0*	76.8*	93.0	nt	-19.5	-5.9	-3.6	-9.6	-0.6
CCOC(=O)Cn1c(=O)cc(C)c2ccccc21	2.8	1.1	-4.4	93.0	0.6	2.8	1.1	0.0	2.1	0.3
CCCS(=O)(=O)N1CCN=C1SCc1cccc(F)c1	-1.5	9.2	-1.3	98.0	-4.8	1.6	-1.8	-0.3	-3.0	-0.2
Cc1cccc(NC(=S)NCC(c2cccnc2)N(C)C)c1C (centres undefined)	12.5	8.5	3.2	101.0	-14.6	-1.7	-1.2	3.8	4.0	-0.1
CCSc1nnc(NC(=O)C2C3CCC(C3)C2C(=O)O)s1 (centres undefined)	0.5	-1.1	2.0	94.0	-4.6	1.9	8.3	-0.5	-0.1	0.1

More results follow:
SMILES	PDI inh	Vif imaging	Granule exo inh	ABCB6 inh 2	CaV13 ICDI inh	H9c2 protect	HTR2A ag	iPSC survival up	N-glyco inh	aDG glyco up
Cc1[nH]c2ccccc2c1CN1CCc2ccccc2C1	12.5	-7.2	0.5	111.0	nt	1.8	0.2	2.3	0.4	0.0
CCOc1ccc(NC(=O)NC(C)c2ccc3c(c2)OCO3)cc1 (centres undefined)	-8.8	-0.6	0.4	99.0	nt	2.9	1.9	-0.5	1.4	0.4
COc1ccccc1N1CCN(Cc2cc(Br)c(O)c3ncccc23)CC1	nt	nt	1.3	97.0	-7.2	38.3	-1.5	-2.0	-1.7	-0.4
COCCCn1c(SCc2cccc(OC)c2)nc2cc(OC)c(OC)cc2c1=N	9.2	-2.9	1.5	99.0	-3.9	5.5	-4.4	-0.3	3.6	0.3
COc1ccc(OCc2n[nH]c(=S)n2Cc2ccco2)cc1	3.9	4.4	3.0	90.0	-2.9	-1.3	-1.0	0.1	1.0	-0.1
Cc1ccc(CNS(=O)(=O)c2c(C(=O)N3CCCCC3)c(C)n(C)c2C)cc1	0.8	-6.2	-0.8	97.0	-5.4	-0.2	-0.8	-0.2	0.2	0.1
O=C(Nc1nnc(S(=O)(=O)N2CCCCC2)s1)c1ccccc1Br	nt	0.2	3.4	99.0	-2.9	-4.9	-1.0	0.2	2.3	-0.3
O=C(CSc1ccc(-c2cccnc2)nn1)Nc1ccc(F)c(F)c1	0.8	-8.2	-1.7	93.0	-5.9	-8.1	8.8	0.1	-1.0	0.5
Cn1c(N=Nc2ccccc2)nc2ccccc21	-3.6	-3.8	3.3	95.0	-6.7	-21.0	0.5	-2.2	-9.6	2.1
O=C(Cn1cnc2cc([N+](=O)[O-])ccc2c1=O)Nc1ccccc1Cl	-7.0	-10.4	10.4	98.0	-4.7	-3.8	3.5	0.1	0.6	0.1
CCCCN(CC(=O)NCc1ccc(Cl)cc1)S(=O)(=O)c1ccc2c(c1)OCCO2	-0.7	6.4	-1.8	97.0	-5.7	-2.2	2.4	2.0	0.0	0.0
C[C@H](NC(=O)C1CCN(C(=O)[C@@H]2CCCN2C(=O)OC(C)(C)C)CC1)C(=O)NCc1ccc(F)cc1	nt	-3.6	5.8	97.0	nt	8.4	3.6	-2.7	-1.8	0.6
COc1ccc(-c2csc(Nc3cccc(C)n3)n2)cc1C	-1.5	-8.4	-10.0	97.0	-2.0	-16.1	2.3	0.1	-6.7	-0.1
Cc1cccc(NC(=S)NC2CCCCCC2)c1C	5.2	-3.0	-0.5	97.0	-4.9	-9.3	-1.2	-2.7	-1.3	0.8

High-throughput results: PubChem, several laboratories
